Giardia killer: Giardia lamblia killing | Giardia lamblia trophozoite viability | activity change, % at 7.66 µM, hits read low | 340,000 compounds, 0.15% hits; in the data active = activity change below about -80%; inconclusive = between about -30% and that limit;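 also: parasites exposed to compound for two days anaerobically before the ATP read; % is scaled to controls: 0 for no effect and ±100 for the full control effect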
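ATP-content bioluminescence gauges trophozoite survival. Cells (100/well) receive compound and incubate anaerobically for 48 hrs at 37 deg C; detection reagent follows for 15-30 min at room temperature.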
GALK inh: blocks human galactokinase activity | P51570 | Potency, µM (titrated, usually from 57.5 µM), inactives show at the highest dose activity change, negative = inhibition, most hits filed as inhibitors | Purified GALK, Kinase-Glo residual ATP luminescence | 270,000 compounds, 0.007% hits; also: potency is read from the fitted curve at half-maximal effect; % is scaled to controls: 0 for no effect and ±100 for the full control effect
Target sequence (P51570 whole entry, looked up): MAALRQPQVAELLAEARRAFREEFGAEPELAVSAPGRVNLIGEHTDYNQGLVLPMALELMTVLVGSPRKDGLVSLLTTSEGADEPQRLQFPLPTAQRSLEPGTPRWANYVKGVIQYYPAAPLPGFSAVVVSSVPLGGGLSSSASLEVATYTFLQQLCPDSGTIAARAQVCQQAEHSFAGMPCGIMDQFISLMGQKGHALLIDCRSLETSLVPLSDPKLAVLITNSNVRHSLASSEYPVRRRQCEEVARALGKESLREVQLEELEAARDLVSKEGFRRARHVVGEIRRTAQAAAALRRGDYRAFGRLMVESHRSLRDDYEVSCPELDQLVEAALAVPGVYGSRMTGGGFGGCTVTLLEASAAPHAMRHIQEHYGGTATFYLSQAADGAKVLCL
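Compounds were pin-transferred into ATP buffer (35 uM final), then GALK plus galactose (5 nM, 100 uM final) was added. After 1 h at room temperature, Kinase-Glo Plus was added and luminescence read after 10 min.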
B2AR arrestin: recruits beta-arrestin to the human beta2-adrenergic receptor | P07550 | beta-arrestin recruitment to beta2AR, cell-based reporter | Potency, µM (titrated, usually from 46.1 µM), for inactives: top-dose activation, usual class: activators | 330,000 compounds, 0.02% hits | AID 492947;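 also: potency is read from the fitted curve at half-maximal effect; 0% = DMSO controls and full agonism = EC100 isoproterenol or metaproterenol; nearly all actives have a fitted effect of over 65% in size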
KCNH2 3.1 block: KCNH2 3.1 (human) potassium channel inhibition | U2OS KCNH2 3.1, thallium flux FluxOr; hits give low values | AID 720553 | 340,000 compounds, 0.95% hits | activity change, % (tested at about 1.8 µM);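 active = maximum activity change below -70%; inconclusive = maximum activity change from -70% to -50%; inactive = maximum activity change above -50%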;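 also: thallium influx rate constant from kinetic fluorescence after stimulation buffer; % is scaled to controls: 0 for no effect and ±100 for the full control effect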
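Virally transduced U2OS (3.1 isoform, 4 h infection in dark at RT) → overnight 37 C → FluxOr + Red40 in HBSS/HEPES, 45 min → stimulation buffer, 2 min kinetic read → rate constant vs DMSO controls.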
KCNH2 WT inh: blocks the wildtype human KCNH2 potassium channel; activity change, % at 1.84 µM; 340,000 compounds, 0.37% hits; U2OS, BacMam KCNH2, thallium flux FluxOr; hits give low values; Q12809; AID 720551;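 active = maximum activity change below -70%; inconclusive = maximum activity change between -70% and -50%; inactive = maximum activity change above -50%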; also: % is scaled to controls: 0 for no effect and ±100 for the full control effect
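U2OS cells transduced with wild-type KCNH2 virus are loaded with FluxOr dye for 45 min, and thallium flux is measured in kinetic reads before and after stimulation buffer. Rate constants are normalized to DMSO controls.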
MLL CXXC-DNA inh: inhibitors of human MLL CXXC domain-DNA interaction | Q03164 | MLL-CXXC / FITC-HOXA9 DNA fluorescence polarization | Potency, µM (highest dose often 115 µM), inactives show top-dose activity change, negative = inhibition, most hits filed as inhibitors | 290,000 compounds, 0.037% hits; active = well fitted inhibition curve with a large enough effect in the polarisation, with a control signal flat, not every such curve was filed as active; inconclusive = small, poorly fitted or top-dose-only effect, or effect the other way, or a change in a side signal; inactive = no such curve, though single readings can be large or run the other way; the % refers to the polarisation; also: potency is read from the fitted curve at half-maximal effect
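Fluorescence polarization: 7 uM MLL-CXXC (stock) preincubated 5 min with compounds, then 50 nM fluorescein-HOX-A9 DNA (stock) added; 30 min ambient. Buffer 50 mM Tris-HCl pH 7.5, 50 mM NaCl, 1 mM DTT, 0.05% BSA.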
TRPV1 agonist: agonists of human vanilloid receptor 1 (TRPV1); 320,000 compounds, 0.19% hits; AID 540275; activation, % at 8.33 µM; TRPV1-expressing cells, Fluo-8 calcium influx, agonist mode; Q8NER1; in the data active = activation above about 80%; inconclusive = between about 30% and that limit; also: 0% is about no effect
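Cells expressing TRPV1 were dye-loaded with Fluo-8 and read kinetically: 10 s baseline, 3 min after compound (agonist portion), then 2 min after EC20 capsaicin (allosteric enhancer portion). Calcium-bound dye fluorescence at 480/520 nm.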
USP2a inh: inhibitors of human ubiquitin-specific protease USP2a. USP2 core, Ub-CHOP2 coupled fluorogenic reporter, 485/531. 330,000 compounds, 0.01% hits. Potency, µM (series often up to 38.3 µM), for inactives: at the top dose activity change, negative = inhibition, hits mostly inhibitors. O75604;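 also: potency is read from the fitted curve at half-maximal effect; plate controls were DMSO wells for no effect and full inhibition by NEM control for full effect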
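USP2 core (10nM final) preincubated 30min RT with compound in 20mM Tris-HCl pH 8.0, 2mM CaCl2, 2mM beta-mercaptoethanol, 0.05% CHAPS; 25nM Ub-CHOP2 plus 25nM reporter substrate added, fluorescence (Ex485/Em531) read after 60min.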
PKM2 act: PKM2 (human) enzyme activation. Potency, µM (top dose mostly 57.5 µM), without a hit: at the highest dose activation, actives largely listed as activators. purified PKM2, Kinase-Glo ATP luminescence, activation; response scale: 0% is enzyme alone, no compound. 260,000 compounds, 0.34% hits; also: potency is read from the fitted curve at half-maximal effect; % is scaled to controls: 0 for no effect and ±100 for the full control effect; nearly all actives have a fitted effect of over 55% in size
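ATP formation by purified human PK-M2, quantified via coupled luciferase luminescence after 1 h at room temperature with 0.1 mM ADP and 0.5 mM PEP final.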
Menin-MLL TR inh: inhibitors of human menin-MLL interaction, mutant MLL peptide | O00255 | Menin + Texas Red MLL mutant peptide, fluorescence polarization | Potency, µM (series often up to 61.6 µM), for inactives: at the top dose FP activity change, negative = inhibition, actives largely listed as inhibitors | 270,000 compounds, 0.23% hits | AID 1768; active = well fitted inhibition curve with a large enough effect in the polarisation, with a control signal flat, not every such curve was filed as active; inconclusive = small, poorly fitted or top-dose-only effect, or effect the other way, or a change in a side signal; inactive = no such curve, though single readings can be large or run the other way; the % refers to the polarisation; also: potency is read from the fitted curve at half-maximal effect; % of control where 0% means no effect; many of its hits are not listed in these tables
Target sequence (O00255 whole entry, looked up): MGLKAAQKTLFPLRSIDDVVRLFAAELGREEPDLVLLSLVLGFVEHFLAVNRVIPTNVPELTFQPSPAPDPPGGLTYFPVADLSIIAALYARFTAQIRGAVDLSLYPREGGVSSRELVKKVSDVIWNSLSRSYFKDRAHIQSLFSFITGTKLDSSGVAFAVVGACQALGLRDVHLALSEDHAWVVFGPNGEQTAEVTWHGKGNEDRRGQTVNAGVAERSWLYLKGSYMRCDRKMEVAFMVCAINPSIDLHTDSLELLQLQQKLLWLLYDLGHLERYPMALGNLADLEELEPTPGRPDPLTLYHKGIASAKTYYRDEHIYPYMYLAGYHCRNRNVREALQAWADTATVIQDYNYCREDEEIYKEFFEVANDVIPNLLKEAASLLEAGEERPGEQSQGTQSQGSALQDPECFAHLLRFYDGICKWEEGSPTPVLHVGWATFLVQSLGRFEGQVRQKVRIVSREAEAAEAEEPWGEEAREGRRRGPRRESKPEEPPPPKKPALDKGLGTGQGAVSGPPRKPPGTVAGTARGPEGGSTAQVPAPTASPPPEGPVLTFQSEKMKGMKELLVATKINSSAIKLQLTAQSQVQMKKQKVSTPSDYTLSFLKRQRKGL
FBPA coupling cs: counter-screen for Giardia aldolase inhibitors: coupling enzyme system; coupling enzyme system counterscreen, AmpLite Red fluorescence; activity change, negative = inhibition, % at 58.2 µM, hits read low; 290,000 compounds, 0.67% hits; AID 2472; in the data active = activity change below about -30%; also: % is scaled to controls: 0 for no effect and ±100 for the full control effect
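First, compound is pin-transferred into glyceraldehyde-3-phosphate coupling-enzyme reagent at 57.5 uM final and held 10 min at RT. Next, substrate, coupling system and AmpLite Red are added. After 20 min RT, fluorescence (525/598 nm) is read.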
Starred values were filed as active, the others as inactive; ? = inconclusive; . = no result given; & = joins results of further samples; [ ] = another dose, or the depositor's remark. Unless noted, calls follow the shape of the dose curve; as a rule, active = well fitted curve in the direction sought with a large enough effect; inconclusive = small, poorly fitted or top-dose-only effect, or another doubt; inactive = no such curve, though single readings can be large; an effect the other way counts as inactive or inconclusive. These rows are one share of the data; rates above refer to the full screens.

SMILES	Giardia killer	GALK inh	B2AR arrestin	KCNH2 3.1 block	KCNH2 WT inh	MLL CXXC-DNA inh	TRPV1 agonist	USP2a inh	PKM2 act	Menin-MLL TR inh	FBPA coupling cs
O=c1c(O[C@H]2O[C@@H](CO)[C@H](O)[C@@H](O)[C@@H]2O)c(-c2ccc(O)cc2)oc2cc(O)cc(O)c12	-14	.	0.0%	7	-10	.	-1	3%	.	.	.
O=C(CSc1nnc(-c2ccco2)o1)Nc1ccccc1Cl	-17	-5%	-0.8%	3	-3	-16%	-3	1%	-1%	.	.
CCCCCCCCCCn1c2c(c(=N)c3c1CCC3)CCC2	17	-1%	0.0%	-7	-6	23%	1	3%	-1%	?	0
CC(C)N(C(=O)[C@H]1CC(CC(=O)NC(C)(C)C)C(=O)N2CCc3c([nH]c4ccccc34)[C@]12C)C(C)C (stereo partly specified)	-1	.	-0.7%	-7	9	.	.	-1%	.	.	.
CS(=O)(=O)N1CCC(C(=O)NCc2ccc(Cl)cc2)CC1	9	5%	-0.3%	16	-37	-17%	1	0%	-4%	.	0
CCCS(=O)(=O)N1CCC(C(=O)NCc2ccc3c(c2)OCO3)CC1	-7	-2%	0.1%	-12	-1	8%	-5	2%	-3%	0%	4
O=C1CCCC/C1=N\Nc1ccc(C2CCCCC2)cc1	.	4%	-0.4%	.	.	-3%	?	-3%	16%	.	-14
O=C(/C=C/c1cccs1)N1CCN(Cc2ccc3c(c2)OCO3)CC1	1	-3%	0.0%	7	2	14%	?	-1%	0%	14%	1
Cc1ccc(OCC(=O)NNC(=O)CSc2nnc(-c3ccc(C)cc3)n2C)cc1	14	0%	0.3%	-2	-6	0%	3	1%	-1%	1%	6
CN(Cc1cn(-c2ccccc2)nc1-c1ccc2c(c1)OCO2)Cc1nccn1C	20	2%	-1.0%	-8	18	2%	-4	-6%	11%	3%	-8
CCO[C@@H]1OC(C(=O)NCc2nc3ccccc3[nH]2)=C[C@H](c2ccc(C(F)(F)F)cc2)[C@H]1CCCO	10	-1%	0.2%	-1	-2	-27%	1	0%	0%	5%	-2
Cc1ccc(NC(=O)CSCC(=O)Nc2cc(Cl)ccc2N2CCN(C)CC2)cc1	-14	.	0.5%	-23	39	.	-1	3%	.	.	.
C[C@H]1COc2c(C3(N)CC3)c(F)cc3c(=O)c(C(=O)O)cn1c23	.	-1%	0.2%	.	.	?	-3	5%	-17%	6%&-1%	2
CC1(C)C/C(=N\NC(=S)Nc2ccccc2F)c2cc(O)ccc2O1	9	-1%	?	-10	18	1%	2	3%	0%	?	-4
O=C(Cn1cnc2c(cnn2-c2ccc(F)cc2)c1=O)N1CCN(c2ccccc2)CC1	4	1%	-0.5%	-23	-3	0%	2	1%	-1%	-6%	1
Nc1cc(-c2ccc(Cl)cc2)nn1S(=O)(=O)c1cccc2nsnc12	-22	1%	0.1%	-15	6	-13%	0	-1%	?	?	1
CCN(C(=O)COC(=O)c1ccc([N+](=O)[O-])o1)c1cccc2ccccc12	?	.	-0.9%	-8	2	.	.	1%	.	.	.
O=C(CC(=O)N/N=C/c1c(F)cccc1Cl)NCc1ccccc1	2	11%	-0.5%	8	-9	1%	-2	0%	0%	-28%	-39*
CC(C)CC(=O)NC(=S)Nc1ccccc1F	-1	-1%	.	-1	-1	3%	-2	.	-5%	16%	-1
CCOC(=O)/C(N=Nc1ccc(Cl)cc1)=C(/O)c1ccc([N+](=O)[O-])cc1	-5	0%	-0.9%	-49	11	12%	3	-1%	5%	.	1
CCOc1ccc(/C(O)=C2\C(=O)C(=O)N(CCN(C)C)C2c2cccc(OC)c2OC)cc1Cl (stereo unspecified)	0	-3%	0.3%	-1	-17	-4%	2	1%	-6%	16%	1
O=C(Nc1ccc(Cl)cc1)c1cc2nc(C3CC3)cc(C(F)(F)F)n2n1	-22	0%	3.0%	-2	-6	3%	-2	-5%	-5%	0%	1
CCOC(=O)C(O)(CC(=O)Nc1cc(F)ccc1C)C(F)(F)F (stereo unspecified)	-5	-4%	2.2%	-7	0	-8%	-2	-1%	-1%	7%	1
CCn1c(C)cc(O)c(C(=O)Nc2cccc(Cl)c2)c1=O	9	2%	0.1%	21	48	5%	1	0%	.	.	.
Cc1cc(C)cc(NC(=O)CCC(=O)Nc2cc(C)on2)c1	1	-1%	-0.6%	1	8	4%	-8	3%	14%	-7%	1
CCCOc1ccccc1/C=C1\SC(N)=NC1=O	4	-2%	-0.8%	15	-3	16%	-3	1%	-1%[11.5 µM]	?	0
CCOC(=O)CSC1=C(C#N)C(c2ccc(C)o2)CC(=O)N1 (stereo unspecified)	-7	0%	-0.3%	5	10	2%	1	0%	13%	6%	-1
O=C(O)c1cccc(Nc2nc3ccccc3nc2NS(=O)(=O)c2ccc(F)cc2)c1	-5	.	0.3%	-20	-19	.	.	2%	.	.	.
COc1cccc(CNC(=O)CCC2CCCN(c3cc(C)nc(N(C)C)n3)C2)c1 (stereo unspecified)	-14	-3%	0.0%	-22	4	-10%	?	1%	5%	1%	1
COc1ccc(CCN2C(=O)CS/C2=N/NC(=O)c2ccccc2F)cc1OC	56[activator]	-2%	-0.1%	3	-12	14%	-2	0%	-3%	-5%	1
Cc1cccc(C)c1NC(=O)CNC(=O)c1ccc(S(=O)(=O)NCc2ccco2)cc1	2	.	2.7%	2	-6	.	2	0%	.	.	.
Cc1ccc(-c2onc(C)c2C)cc1S(=O)(=O)N1CCOc2ccccc21	18	0%	-0.4%	-6	-18	6%	?	-6%	-4%	10%	-1
CC(Sc1nc2cc([N+](=O)[O-])ccc2n1-c1ccc(F)cc1)C(=O)NCc1ccc2c(c1)OCO2 (stereo unspecified)	-5	0%	6.6%	-33	-4	11%	?	1%	14%	-13%	-14

Arranged by SMILES length (ascending): 10 of the compounds above
SMILES	Giardia killer	GALK inh	B2AR arrestin	KCNH2 3.1 block	KCNH2 WT inh	MLL CXXC-DNA inh	TRPV1 agonist	USP2a inh	PKM2 act	Menin-MLL TR inh	FBPA coupling cs
CCCOc1ccccc1/C=C1\SC(N)=NC1=O	4	-2%	-0.8%	15	-3	16%	-3	1%	-1%[11.5 µM]	?	0
CCn1c(C)cc(O)c(C(=O)Nc2cccc(Cl)c2)c1=O	9	2%	0.1%	21	48	5%	1	0%	.	.	.
CCOC(=O)CSC1=C(C#N)C(c2ccc(C)o2)CC(=O)N1 (stereo unspecified)	-7	0%	-0.3%	5	10	2%	1	0%	13%	6%	-1
CCOC(=O)C(O)(CC(=O)Nc1cc(F)ccc1C)C(F)(F)F (stereo unspecified)	-5	-4%	2.2%	-7	0	-8%	-2	-1%	-1%	7%	1
Cc1ccc(-c2onc(C)c2C)cc1S(=O)(=O)N1CCOc2ccccc21	18	0%	-0.4%	-6	-18	6%	?	-6%	-4%	10%	-1
O=C(Nc1ccc(Cl)cc1)c1cc2nc(C3CC3)cc(C(F)(F)F)n2n1	-22	0%	3.0%	-2	-6	3%	-2	-5%	-5%	0%	1
COc1cccc(CNC(=O)CCC2CCCN(c3cc(C)nc(N(C)C)n3)C2)c1 (stereo unspecified)	-14	-3%	0.0%	-22	4	-10%	?	1%	5%	1%	1
O=C(O)c1cccc(Nc2nc3ccccc3nc2NS(=O)(=O)c2ccc(F)cc2)c1	-5	.	0.3%	-20	-19	.	.	2%	.	.	.
Cc1cccc(C)c1NC(=O)CNC(=O)c1ccc(S(=O)(=O)NCc2ccco2)cc1	2	.	2.7%	2	-6	.	2	0%	.	.	.
CC(Sc1nc2cc([N+](=O)[O-])ccc2n1-c1ccc(F)cc1)C(=O)NCc1ccc2c(c1)OCO2 (stereo unspecified)	-5	0%	6.6%	-33	-4	11%	?	1%	14%	-13%	-14
